# Autophagy HCS – autophagy modulation, high-content screen; MEF GFP-LC3 puncta imaging; test concentration mostly 10 µM; calls only at 10 µM (by protocol); 190,000 tested, 0.98% active;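 active = percentage of spot-positive cells more than 3 SD above its plate mean, without a fluorescence outlier flag or 80% toxicity; inconclusive = no clear call, values can overlap the other calls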;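 note: spot-positive cell cutoff set from DMSO-treated cells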
# WT yeast gro inh – growth inhibition of WT yeast, mitochondrial fusion screen | mitochondrial fusion phenotypic screen, WT strain | 190,000 tested, 2.1% active | inhibition, % at 10 µM; in the data active = inhibition above about 58%; tested in S. cerevisiae
# Yfh1-off respiration – enhancers of respiration in Yfh1-depleted yeast, dose response, Friedreich's ataxia, plus single-dose screen (AID 1465) | S. cerevisiae Yfh1-off respiration, WST-1 reduction, 72 h; higher fold induction means a stronger effect | fold induction at 50 µM; hits with a dose series show EC50 in µM | 220,000 tested, 0.074% active;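 active = fold induction of absorbance versus untreated yeast above a set limit, then at least 30% activation at any dose in follow-up; inconclusive = repeats straddling the limit, or above it without dose testing; inactive = fold induction below the set limit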;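 note: activators that raise dye reduction in frataxin-depleted yeast; strong numbers were not always called active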
# MT stabilize HCS – stabilizes microtubules in HeLa cells; HeLa tubulin immunostaining HCS, 24 h; share of cells brighter than vehicle mean+2SD; % tubulin-high responders, % at 10 µM; 200,000 tested, 0.83% active; AID 2205;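 active = plate Z-score above 3 for both tubulin-high and condensed-nucleus cell shares, with cell loss under 80%, at 10 µM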;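 note: anti alpha tubulin signal scored within the nucleus-defined area of each cell; some results filed as inactive read as strong as hits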
# Dynein transport – blocks dynein driven cargo transport along microtubules. 3617.4 mouse cells, GR-EGFP nuclear translocation imaging; test concentration mostly 20 µM; stimulated with dexamethasone, 1 µM; stronger effect = lower value. z-score, hits read low. 220,000 tested, 0.47% active. AID 1381;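 active = plate z-score of nuclear minus cytoplasmic receptor signal below a set negative limit, without overly bright fluorescence or cell loss, cut at about -3.5 in these data, passing the limit was not always enough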;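 note: z-score of nuclear minus cytoplasmic ring GR-EGFP intensity difference per well; some compounds called inactive have numbers as strong as hits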
#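 Medium: Induction medium lacking tetracycline, stripped serum | Probe or stimulus: 1.0 µM final dexamethasone stimulus | Schedule: 48 h induction, then 1 h compound, then 30 min agonist, 37 °C | Signal: Automated 10x imaging of fixed Hoechst-stained cells | Evaluation: Per-cell GR-EGFP intensity, nucleus versus surrounding cytoplasmic ring, well-averaged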
# b-catenin transl – modulators of beta-catenin nuclear translocation; HeLa beta-catenin nuclear translocation, immunofluorescence imaging; nuclear translocation activity, % at 5 µM; 190,000 tested, 0.3% active; AID 1665;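 active = nuclear translocation activity above 50% at 5 µM, with a well cell count of 50 or more; inconclusive = wells under 50 cells across six images, flagged as toxic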;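 note: per-cell ratio of nuclear to cytoplasmic median beta-catenin stain intensity; plate controls were DMSO negative control for no effect and GSK-3 inhibitor IX positive control for full effect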
#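 Test system: human HeLa cell line; Doses: 5 µM primary, 0.02–20 µM confirmation; Incubation: 24 h compound exposure, 37°C; Detection: beta-catenin immunofluorescence imaging with DAPI; Read-out: beta-catenin nuclear/cytoplasmic ratio, % activation.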
# AID2073 – inhibitors of Mint1-CaV2.2 protein interaction, biochemical, HTRF (AID 2073); 290,000 tested, 0.19% active; inhibition, % at 20 µM, or IC50 in µM where a hit was titrated; HTRF protein-protein interaction, Mint1-CaV2.2; higher % means a stronger effect; in the data active = inhibition mostly above about 51%, no sharp cut-off; inconclusive = no clear call, values can overlap the other calls; inactive = mostly below about 53%; note: some results filed as inactive read as strong as hits
# HIV peptide binding – cell-free HIV fusion peptide-binding blockers – biochemical, uHTS, fluorescence dequenching, primary screen (AID 1986) | inhibition, % at 20 µM, or IC50 in µM where a hit was titrated | 290,000 tested, 0.3% active | cell-free peptide binding, fluorescence dequenching, 30 min; higher % means a stronger effect; in the data active = inhibition mostly above about 52%, no sharp cut-off; inactive = mostly below about 76%; note: some results filed as inactive read as strong as hits
# Insulin prom up – MIN6 insulin promoter up-regulation; MIN6 insulin promoter-GFP reporter, high-content imaging; stronger effect = higher value; z-score at 5 µM; 190,000 tested, 0.3% active; AID 1625;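 active = z-score above 3 at 5 µM with at least 500 cells counted in the well; inconclusive = wells under 500 cells, flagged as cytotoxic or low count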
# WT yeast gro inh mutant strain – also measured in WT yeast gro inh; calls as there; inhibition, %; mitochondrial fusion phenotypic screen, mutant strain inhibition
# Dynein transport cytoplasmic EGFP – also measured in Dynein transport; calls as there; z-score; measured here: cytoplasmic GR-EGFP intensity; stronger effect = higher value
# Dynein transport nuclear GR-EGFP – further read-out of Dynein transport, marked with its call; z-score; measured here: nuclear GR-EGFP intensity;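 lower value marks the stronger effect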
# Dynein transport cell count – also measured in Dynein transport; calls as there; z-score; measured here: cell count per field
# Insulin prom up cell count – second read-out of Insulin prom up, no call of its own (marks repeat the call); cell count; measured here: cytotoxicity, nuclei count;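 total cells summed across four imaged fields per well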
# b-catenin transl cell count 5 µM – further read-out of b-catenin transl, marked with its call; cell count; measured here: cell count, cytotoxicity flag
# MT stabilize HCS Hoechst-high % – recorded beside MT stabilize HCS, whose call it bears; % Hoechst-high responders; measured here: nuclear condensation Hoechst responders;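 share of cells brighter than vehicle mean plus two SD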
# MT stabilize HCS cytotoxicity % – second read-out of MT stabilize HCS, no call of its own (marks repeat the call); toxicity, %; measured here: cytotoxicity by cell density;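 0% = mean cell density of plate MIN control wells and 100% = no cells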
# Autophagy HCS cell loss 18 h – further read-out of Autophagy HCS, marked with its call; toxicity, %; measured here: cell loss, nuclei count;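 cell loss after 18 h compound exposure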
# * marks the source's active call; other numbers are inactive results; i = inactive; ? = inconclusive; . = not tested or not shown; + = active, no number.
# Every second line gives: MT stabilize HCS	AID2073	Autophagy HCS	Dynein transport nuclear GR-EGFP	WT yeast gro inh mutant strain	Dynein transport	Dynein transport cytoplasmic EGFP	b-catenin transl	Dynein transport cell count	HIV peptide binding	WT yeast gro inh	Autophagy HCS cell loss 18 h	Insulin prom up	Yfh1-off respiration	Insulin prom up cell count	b-catenin transl cell count 5 µM	MT stabilize HCS Hoechst-high %	MT stabilize HCS cytotoxicity %
O=C(OCc1ccccc1)C1CCCN1C(=O)c1ccccc1[N+](=O)[O-] (stereo not drawn)
→ 4.9	4.1%	i	1.01	5.6	0.906	0.628	4.0	0.289	-1.5%	13.8	17.7	0	i	1327	1436	1.7	8.0
CN(C)S(=O)(=O)c1ccccc1C#N
→ 6.3	-3.7%	i	1.24	-16.6	2.41	-0.231	0.6	-1.37	0.1%	-6.9	3.9	-0.44	i	1171	1123	3.5	8.8
CC(=O)CCS(=O)(=O)c1ccc(NC(C)=O)cc1
→ 2.6	-7.8%	i	-1.06	4.7	-2.23	1.63	.	-1.43	-2.6%	-10.3	-34.0	-0.4	i	1044	.	2.6	0.5
COC(=O)c1ccc(CSc2nnc(-c3ccc4c(c3)OCO4)n2-c2ccccc2)o1
→ 1.8	-10.9%	i	0.0273	-8.5	-0.276	-0.025	-2.5	0.485	-0.9%	6.4	-14.7	0.34	i	1272	473	2.2	7.0
COc1cc(C)c(Cl)cc1S(=O)(=O)NCCN1CCOCC1
→ 3.0	3.5%	i	0.255	23.6	0.334	-0.144	-0.7	-0.366	-2.4%	13.5	-6.4	-0.24	i	712	1046	3.4	0.9
CCCCC(NC(C)=O)c1nc2ccccc2[nH]1 (stereo not drawn)
→ 3.2	1.1%	.	0.0353	-11.0	-0.478	-0.175	-0.6	-0.216	-3.1%	3.0	.	0.54	i	1733	1118	2.1	3.2
Cc1cccc(/C=C/C(=O)c2ccc(N3CCOCC3)cc2)c1
→ 3.3	6.4%	i	-0.00956	-9.0	0.445	0.0655	.	-0.626	0.0%	10.2	4.9	-0.22	i	1374	.	2.6	0.8
Cc1nc(CN(C)Cc2nc(Cc3cccc(F)c3)no2)cs1
→ 1.8	-11.2%	i	-0.472	12.1	-0.681	0.104	-2.0	0.676	-0.4%	13.9	15.7	-0.35	i	1582	914	1.2	2.6
O=C(CN1CCC(c2nc3ccccc3s2)CC1)N1CCCCC1
→ 1.7	-4.8%	i	-0.0624	-7.3	-0.481	-0.297	-0.5	0.15	0.4%	-6.0	13.9	-0.33	i	1656	889	1.7	3.0
O=C1N(c2ccccc2)C[C@@H]2C[C@@H](c3cccs3)N3CCC[C@@]123
→ 2.9	-10.8%	i	1.34	-9.9	2.04	0.048	0.7	-0.858	1.1%	0.8	-6.7	0.47	i	1421	1519	1.5	7.2
CCOc1ccc(/C=N/OCC(=O)Nc2ccc3c(c2)OCO3)cc1
→ 6.0	-2.7%	i	0.0914	-2.7	-0.332	-0.139	0.1	-0.197	-1.6%	12.8	-4.9	-0.51	i	1160	1185	4.1	21.2
COc1ccc(NC(=O)N2Cc3ccccc3CC2C(=O)NC(C)(C)C)cc1 (stereo not drawn)
→ 1.3	10.6%	i	-0.197	-1.4	-0.368	-0.0502	0.9	1.2	0.1%	-6.6	2.3	-0.15	i	1641	1378	1.9	7.2
O=C(NCc1ccc(Cl)cc1)c1ccc(CSc2nc3ccncc3[nH]2)cc1
→ .	6.2%	.	0.773	.	0.283	-0.0967	-1.2	-0.876	2.9%	.	.	-0.37	i	1006	1408	.	.
Cc1ccc(S(=O)(=O)N2CCCCC2c2cccnc2)c(C)c1C (stereo not drawn)
→ .	4.7%	.	-0.0511	.	-0.298	-0.186	-1.8	-0.759	-3.1%	.	.	-0.13	i	1524	1083	.	.
O=C(Nc1ccc(Oc2ccc3ccccc3c2)cc1)c1ccco1
→ 1.1	10.4%	i	0.549	2.5	1.42	-0.209	-0.9	0.159	3.0%	-1.0	5.0	-0.35	i	816	1184	1.1	2.7
O=C(Nc1ccc(S(=O)(=O)Nc2nccs2)cc1)C1CC(=O)N(c2ccccc2)C1 (stereo not drawn)
→ 2.1	22.3%	i	-0.504	-8.1	0.22	-0.325	-0.5	0.415	1.5%	10.8	-6.8	-0.81	i	1333	1140	1.8	5.3
CC12CCC(C(=O)N3CCc4ccccc43)(CC1=O)C2(C)C (stereo not drawn)
→ 2.3	9.4%	i	0.319	19.2	0.917	-0.268	0.2	-0.0892	3.6%	7.4	-3.3	0.32	i	1235	1099	1.5	2.0
COc1ccc([N+](=O)[O-])c(OC)c1C(=O)NC(=O)Nc1c(F)cc(F)cc1F
→ .	3.1%	.	-0.521	.	-0.223	-0.316	1.5	1.04	-1.2%	.	.	-0.26	i	1335	1013	.	.
COc1cc2c(cc1OC)CN(Cc1cc(=O)oc3c(C)c(C)ccc13)CC2
→ 4.0	23.6%	i	-0.284	-1.0	-0.377	-0.161	-3.3	-0.537	5.3%	15.5	6.9	-0.26	i	1314	1187	3.6	8.1
Cc1nn2c(nc1=O)NNC2(C)C(C)(C)C (stereo not drawn)
→ 1.7	-1.8%	i	-0.578	-9.0	-1.04	-0.272	0.0	0.73	-0.4%	-5.8	-6.4	0.17	i	1434	1064	1.0	6.4
Cc1cccc(OCCCC(=O)Nc2ccc(S(=O)(=O)N3CCCC3)cc2)c1
→ 3.3	-0.2%	i	-0.167	-0.4	-0.24	-0.247	.	0.56	1.1%	-2.8	6.5	.	i	.	.	2.4	1.3
CN1C(=S)SC(/[N+]([O-])=C/c2cccnc2)C1(C)C (stereo not drawn)
→ 1.6	-5.1%	i	-0.132	17.1	0.186	-0.21	-0.4	-0.0373	0.1%	3.2	0.1	1.05	i	1232	1070	1.1	1.2
Cc1ccc(Cn2c(SCC(C)C)nc3c2c(=O)[nH]c(=O)n3C)cc1
→ 3.2	-12.6%	i	-0.2	20.3	-0.932	-0.493	-0.1	0.479	2.7%	6.6	9.0	?	i	.	1321	1.6	12.3
O=C(Nc1ccccc1C(=O)N1CCCCCC1)c1ccc(Cl)cc1
→ 1.6	2.0%	i	0.258	-10.7	1.15	-0.25	0.5	-0.644	-0.8%	17.9	-0.5	-0.69	i	1301	1070	1.9	1.0
Cc1ccc(Cl)cc1N1CCN(C(=O)C2CCN(S(=O)(=O)c3cccnc3)CC2)CC1
→ 1.9	-3.2%	i	0.0639	17.3	-0.441	-0.23	-5.2	-0.0326	-0.9%	16.5	-6.1	-1.11	i	910	1196	1.1	6.3
COC(=O)c1sccc1Oc1c(Cl)cccc1[N+](=O)[O-]
→ 4.7	-7.3%	i	0.371	-27.6	1.46	-0.122	-1.2	-1.21	4.3%	-9.5	-7.5	-0.3	i	1279	1092	2.3	8.9
CC12COC3(C(=O)Nc4ccc([N+](=O)[O-])cc4)CC1CCC32C (stereo not drawn)
→ 1.9	-3.2%	i	0.142	-8.2	-0.191	-0.266	0.3	0.935	-1.3%	-3.7	-0.1	0.14	i	1382	1094	4.3	10.2
c1ccc(N2CCN(c3ccc4nncn4n3)CC2)nc1
→ 4.1	7.8%	.	-0.538	17.1	-1.1	-0.183	3.6	0.144	0.7%	7.7	.	-0.02	i	1717	1074	2.1	8.4
COc1ccccc1Nc1nc(N)nc(CSC(=S)N2CCOCC2)n1
→ .	2.1%	.	0.0354	.	0.306	-0.286	0.1	-0.131	0.6%	.	.	-0.34	i	1079	1247	.	.
CCN1CCN(c2cc(C)c3cc(NC(=S)N4CCN(c5ccc(F)cc5)CC4)ccc3n2)CC1
→ 3.5	-8.4%	i	0.562	7.7	0.792	-0.204	-1.5	0.0995	-5.3%	28.3	-2.1	-0.36	i	1254	1106	3.8	1.7
CCN(CC)c1ccc(C2C(C(=O)OC)=C(C)NC(C)=C2C(=O)OC)cc1
→ 4.7	-4.5%	i	-0.618	-3.3	-1.42	-0.048	-0.4	1.62	-4.2%	0.2	1.8	.	i	.	893	4.0	11.0
Cc1ccc(NS(=O)(=O)c2cc([N+](=O)[O-])ccc2NNC(=S)Nc2cc(C)ccc2C)c(C)c1
→ 7.9	1.4%	i	0.0609	26.0	-0.0992	-0.0913	-0.8	0.395	17.7%	27.1	20.2	-1.48	?	636	992	1.3	12.7
O=C(CCC(=O)N(Cc1ccco1)C(C(=O)NC1CCCC1)c1ccncc1)Nc1cccnc1 (stereo not drawn)
→ 1.7	1.5%	i	-0.3	-2.6	-0.867	-0.197	0.8	1.15	0.8%	44.2	-3.0	-0.47	i	1252	1127	1.5	10.0
CCOc1ccc(CN2CCN(CC(O)Cn3c4ccccc4c4ccccc43)CC2)cc1 (stereo not drawn)
→ 3.6	9.7%	+	0.89	91.8	-0.206	-0.272	0.0	-0.0829	-3.1%	85.4	-6.5*	-1	i	1105	577	4.3	5.5
CCOC(=O)c1nnn(-c2nonc2-n2cccc2)c1CN1CCC(C)CC1
→ 2.3	2.0%	i	-0.36	13.5	-0.712	-0.222	-0.8	0.822	1.8%	9.3	-18.8	1	i	1550	1373	1.9	3.1
CCCCN(C)C(=O)CSc1nc(NCc2ccc(OC)cc2)c2ccccc2n1
→ 3.7	-1.0%	i	-0.303	-2.3	-0.82	-0.234	-3.5	0.195	1.2%	-20.8	1.5	-0.5	i	1018	993	1.4	4.8
CC1(C)CC(=O)C2=C(C1)N(c1ccccc1C#N)C(N)=C(C#N)C2c1cccs1 (stereo not drawn)
→ 0.7	-7.1%	i	-0.121	13.2	-0.833	-0.0328	1.1	0.558	2.7%	17.4	-6.0	0.07	i	878	1038	0.8	5.1

# Hits appear at their usual frequency. Share with any hit: about 4.2%.
